High-throughput results deposited in PubChem by several laboratories.
HEK293 NOD2/NF-kB – inhibition of NOD2-driven NF-kB reporter – cell-based, luminescence, uHTS, HEK293 (AID 1566); HEK293 NOD2/NF-kB luciferase reporter, luminescence; higher % means a stronger effect; inhibition, % at 4 µM, or EC50 in µM where a hit was titrated; 290,000 tested, 0.63% active; further: many of its hits are not listed in these tables
KOR beta-arrestin-1 – kappa opioid receptor activators – cell-based, luminescence, uHTS, primary screen (AID 1777); activation, % at 10 µM; hits with a dose series show EC50 in µM; 280,000 tested, 0.02% active; KOR beta-arrestin recruitment, luminescence; higher % means a stronger effect; in the data active means activation above about 50%, passing the limit was not always enough; further: a part of the inactive calls stands beside numbers as strong as those of hits
NOD1 inhibition – inhibition of NOD1-driven NF-kB reporter – cell-based, luminescence, uHTS, primary screen (AID 1578) | NOD1-driven NF-kB luciferase reporter cells, luminescence; higher % means a stronger effect | inhibition, % at 4 µM; hits with a dose series show EC50 in µM | 290,000 tested, 1% active; in the data active means inhibition mostly above about 36%, no sharp cut-off; inactive means mostly below about 34%;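 further: HEK-293T reporter cells stimulated with the NOD1 agonist gamma-tri-DAP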
KOR beta-arrestin-2 – kappa opioid receptor blockers – cell-based, luminescence, uHTS (AID 1778); KOR beta-arrestin recruitment, luminescence, antagonist mode; higher % means a stronger effect; one-dose inhibition, % at 10 µM; IC50 in µM for titrated hits; 290,000 tested, 0.091% active; further: strong numbers were not always called active
P. falciparum M1AAP – malaria alanyl aminopeptidase activity blockers – biochemical, fluorogenic H-Leu-NHMec substrate, 1536-well (AID 1445); recombinant M1AAP, H-Leu-NHMec fluorogenic kinetic assay; higher % means a stronger effect; 220,000 tested, 0.42% active; inhibition, % at 30 µM, or IC50 in µM where a hit was titrated;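 active means primary inhibition above the hit cutoff, then over 50% inhibition at one or more dose response concentrations, cut at about 23% in these data, passing the limit was not always enough; inconclusive means conflicting primary data, or primary hits not chosen for dose response; inactive means low primary inhibition, or under 50% at every dose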;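 further: plate controls were DMSO full reaction for no effect and no enzyme background for full effect; strong numbers were not always called active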
Dynein cargo inh – dynein cargo transport inhibition; 3617.4 mouse cells, GR-EGFP nuclear translocation imaging; test concentration mostly 20 µM; stimulated with dexamethasone, 1 µM; hits give low values; z-score, hits read low; 220,000 tested, 0.47% active;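 active means plate z-score of nuclear minus cytoplasmic receptor signal below a set negative limit, without overly bright fluorescence or cell loss, cut at about -3.5 in these data, passing the limit was not always enough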;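 further: z-score of nuclear minus cytoplasmic ring GR-EGFP intensity difference per well; some compounds called inactive have numbers as strong as hits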
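Buffer or medium: tet-free, stripped-serum medium; reagent: dexamethasone at 1.0 µM final, 30 min; incubation: 48 h induction, 1 h compound, 30 min dex at 37 °C; measured by: formaldehyde fixation, Hoechst nuclear stain, 10x automated fluorescence imaging; read-out: nuclear-to-cytoplasmic GR-EGFP distribution per well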
AID2073 – inhibitors of Mint1-CaV2.2 protein interaction, biochemical, HTRF (AID 2073) | HTRF protein-protein interaction, Mint1-CaV2.2; higher % means a stronger effect | inhibition, % at 20 µM, or IC50 in µM where a hit was titrated | 290,000 tested, 0.19% active; in the data active means inhibition mostly above about 51%, no sharp cut-off; inconclusive means no clear call, values can overlap the other calls; inactive means mostly below about 53%; further: some results filed as inactive read as strong as hits
GPR55 beta-arrestin – GPR55 agonists via beta-arrestin recruitment, primary screen, imaging, U2OS cells, beta-arrestin-GFP redistribution (AID 1961) | 290,000 tested, 0.048% active | one-dose activation, % at 10 µM; EC50 in µM for titrated hits | U2OS GPR55 beta-arrestin-GFP redistribution imaging; higher % means a stronger effect;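 active means activation above 40% with more than 50 cells counted in the well; inconclusive means wells holding fewer than 50 cells, flagged as toxic or sparse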;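 further: U2OS osteosarcoma cells stably expressing GPR55 and beta-arrestin-GFP; plate controls were DMSO negative control for no effect and LPI positive control for full effect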
M17LAP inhibition – P. falciparum M17LAP inhibitors, primary screen, biochemical, fluorogenic H-Leu-NHMec substrate, 1536-well (AID 1619); one-dose inhibition, % at 30 µM; IC50 in µM for titrated hits; 220,000 tested, 0.38% active; recombinant M17LAP, H-Leu-NHMec fluorogenic kinetic assay; higher % means a stronger effect;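 active means compound inhibiting the enzyme by more than half at any dose during confirmatory dose-response retesting; inconclusive means strong single-dose inhibitors picked by rank but not retested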;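 further: plate controls were full reaction with DMSO carrier for no effect and no enzyme background for full effect; strong numbers were not always called active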
Dynein cargo inh cytoplasmic EGFP – second read-out of Dynein cargo inh, no call of its own (marks repeat the call); z-score; measured here: cytoplasmic GR-EGFP intensity; hits give high values
Dynein cargo inh nuclear GR-EGFP – recorded beside Dynein cargo inh, whose call it bears; z-score; measured here: nuclear GR-EGFP intensity;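 lower value marks the stronger effect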
Dynein cargo inh cell count – further read-out of Dynein cargo inh, marked with its call; z-score; measured here: cell count per field
* = called active by the depositor; ? = inconclusive; / = not tested or not shown; [ ] = dose if it differs, or a comment. Unless noted, no stated cut-off is given here; in the data, active means inhibition above about 50%; inactive means the rest. These rows are one share of the data; rates above refer to the full screens.

nr	Molecule	Dynein cargo inh cytoplasmic EGFP	Dynein cargo inh	Dynein cargo inh nuclear GR-EGFP	KOR beta-arrestin-2	HEK293 NOD2/NF-kB	NOD1 inhibition	M17LAP inhibition	KOR beta-arrestin-1	P. falciparum M1AAP	Dynein cargo inh cell count	GPR55 beta-arrestin	AID2073
1	CC1=Nn2c(nc(-c3ccccc3)c2-c2ccccc2)NC(=O)C1Br (centres undefined)	-0.33	-0.38	-0.43	-44%	7%	1%	-1%	-0.9%	11%	0.91	0.0%	7%
2	CCOC(=O)c1c(C)[nH]c(O)c1C=Nc1ccc(Cl)cc1	-0.17	0.85	-0.21	12%	-6%	15%	9%	-1.2%	4%	0.038	0.0%	-8%
3	O=C(NC1CCCCC1)n1c(=O)oc2ccccc21	-0.21	0.84	0.065	-8%	-4%	-28%	-7%	9.8%	1%	0.22	-0.3%	4%
4	COC(=O)c1nc(-c2ccccc2)oc1N1CCOCC1	-0.26	0.55	-0.08	10%	-8%	-28%	-14%	2.7%	0%	0.45	-0.4%	9%
5	COC(=O)CN=Cc1c(O)n(-c2ccc(Cl)cn2)c(=O)c2ccccc12	-0.3	-0.8	-0.072	4%	8%	-33%	10%	-4.7%	7%	0.79	0.0%	4%
6	COc1cccc(-c2ccc(C#N)c(SCC(=O)NCCc3ccccc3)n2)c1	-0.28	-0.2	-0.24	-37%	2%	-5%	-5%	-8.2%	8%	0.31	0.1%	23%
7	CCOC(=O)C1=NN(C(=O)Cc2ccccc2)C(O)(c2ccc(Cl)cc2)C1 (centres undefined)	-0.034	-0.26	-0.48	/	11%	4%	12%	0.2%	11%	0.9	-0.2%	3%
8	CCc1c(C(=O)NCCc2cccc(C)c2)[nH]c(C)c1C(C)=O	/	/	/	-23%	-14%	-10%	/	-1.9%	/	/	-0.1%	6%
9	CCc1ccc(NC(=O)Cc2c(C(=O)O)n(C)c3ccccc23)cc1	-0.29	0.32	0.53	2%	6%	-25%	27%	-2.0%	2%	-0.49	-0.3%	-1%
10	Nc1nc2ccc(Cc3ccncc3)cc2s1	/	/	/	-19%	-6%	-6%	/	-2.4%	/	/	0.7%	-20%
11	CC(=O)Nc1ccc(Nc2nc(-c3sc(NC(C)=O)nc3C)cs2)cc1	/	/	/	-44%[20 µM]	48%	33%	/	-1.6%	/	/	-0.4%	-1%
12	CCOc1cc(/C=N/NC(=O)CN(CCc2ccccc2)S(=O)(=O)c2ccc(NC(C)=O)cc2)ccc1O	0.1	0.85	0.95	15%	-4%	-3%	-7%	3.5%	-2%	-0.97	-0.3%	2%
13	CCOC(=O)c1sc(C)c(C(=O)NC2CCCCC2)c1N	-0.14	-0.71	-0.15	-32%	-24%	-38%	28%	1.7%	6%	0.27	-0.3%	39%
14	CCOc1cc(C(=O)OCC(=O)c2cc(C)n(CC3CCCO3)c2C)ccc1OCC(=O)N1CCOCC1 (centres undefined)	-0.28	0.037	0.15	-14%	-3%	-35%	31%	-7.3%	3%	0.13	-0.3%	12%
15	CSC1=C(C#N)C(c2sccc2C)CC(=O)N1 (centres undefined)	-0.34	-0.34	-0.7	10%[20 µM]	-3%	-7%	2%	-7.7%	1%	1	0.0%	-8%
16	O=c1c2c3c(sc2nc2sc(C4CC4)nn12)CCCC3	-0.17	-0.9	-0.61	16%	-53%	-40%	-5%	-6.4%	21%	0.62	-0.2%	4%
17	COc1cc(/C=N/Nc2ccccn2)ccc1O	-0.27	-0.38	-0.17	34%	-94%	7%	19%	-1.1%	6%	0.74	0.5%	-11%
18	Cc1ccc(C)c(NC(=O)Nn2cnnc2)c1	/	/	/	-8%	8%	-17%	/	3.0%	/	/	0.3%	6%
19	CN1CCN(c2ccc(S(=O)(=O)Nc3ccccc3)cc2[N+](=O)[O-])CC1	0.09	2.7	1.9	9%	38%	-5%	8%	-3.4%	2%	-1.9	-0.2%	-5%
20	COCCNCCCCOc1ccc(C)cc1[N+](=O)[O-]	-0.2	-0.63	0.5	3%	8%	21%	17%	4.6%	4%	0.16	-0.3%	3%

Arranged by SMILES length (rising): part of the list above
nr	Molecule	Dynein cargo inh cytoplasmic EGFP	Dynein cargo inh	Dynein cargo inh nuclear GR-EGFP	KOR beta-arrestin-2	HEK293 NOD2/NF-kB	NOD1 inhibition	M17LAP inhibition	KOR beta-arrestin-1	P. falciparum M1AAP	Dynein cargo inh cell count	GPR55 beta-arrestin	AID2073
18	Cc1ccc(C)c(NC(=O)Nn2cnnc2)c1	/	/	/	-8%	8%	-17%	/	3.0%	/	/	0.3%	6%
3	O=C(NC1CCCCC1)n1c(=O)oc2ccccc21	-0.21	0.84	0.065	-8%	-4%	-28%	-7%	9.8%	1%	0.22	-0.3%	4%
13	CCOC(=O)c1sc(C)c(C(=O)NC2CCCCC2)c1N	-0.14	-0.71	-0.15	-32%	-24%	-38%	28%	1.7%	6%	0.27	-0.3%	39%
2	CCOC(=O)c1c(C)[nH]c(O)c1C=Nc1ccc(Cl)cc1	-0.17	0.85	-0.21	12%	-6%	15%	9%	-1.2%	4%	0.038	0.0%	-8%
8	CCc1c(C(=O)NCCc2cccc(C)c2)[nH]c(C)c1C(C)=O	/	/	/	-23%	-14%	-10%	/	-1.9%	/	/	-0.1%	6%
9	CCc1ccc(NC(=O)Cc2c(C(=O)O)n(C)c3ccccc23)cc1	-0.29	0.32	0.53	2%	6%	-25%	27%	-2.0%	2%	-0.49	-0.3%	-1%
1	CC1=Nn2c(nc(-c3ccccc3)c2-c2ccccc2)NC(=O)C1Br (centres undefined)	-0.33	-0.38	-0.43	-44%	7%	1%	-1%	-0.9%	11%	0.91	0.0%	7%
6	COc1cccc(-c2ccc(C#N)c(SCC(=O)NCCc3ccccc3)n2)c1	-0.28	-0.2	-0.24	-37%	2%	-5%	-5%	-8.2%	8%	0.31	0.1%	23%
19	CN1CCN(c2ccc(S(=O)(=O)Nc3ccccc3)cc2[N+](=O)[O-])CC1	0.09	2.7	1.9	9%	38%	-5%	8%	-3.4%	2%	-1.9	-0.2%	-5%

The list continues:
nr	Molecule	Dynein cargo inh cytoplasmic EGFP	Dynein cargo inh	Dynein cargo inh nuclear GR-EGFP	KOR beta-arrestin-2	HEK293 NOD2/NF-kB	NOD1 inhibition	M17LAP inhibition	KOR beta-arrestin-1	P. falciparum M1AAP	Dynein cargo inh cell count	GPR55 beta-arrestin	AID2073
21	O=C(c1ccccc1)c1c[nH]c(C(=O)NCc2cccnc2)c1	-0.13	1.1	1.1	-31%	7%	/	-4%	2.0%	16%	-0.098	-0.1%	0%
22	COc1cc(SC)ccc1C(=O)OCC(=O)NC1CCCC1	-0.34	-0.12	-0.42	14%	-14%	-28%	0%	-6.4%	1%	-0.29	0.2%	9%
23	COc1cccc(CCNC(=O)CCc2nnc(Cc3cc(OC)ccc3OC)o2)c1	/	/	/	-68%[20 µM]	-11%	-56%	/	-4.3%	/	/	0.9%	-2%
24	CN1CCN(S(=O)(=O)Cc2ccccc2Cl)CC1	/	/	/	8%	-11%	-43%	/	-1.4%	/	/	-0.1%	10%
25	Cc1ccccc1N1CCN(C2CCCN(C(=O)CCN3CCCCC3=O)C2)CC1 (centres undefined)	/	/	/	-62%	-7%	2%	/	-0.5%	/	/	-0.2%	-9%
26	COc1cc(NC(=O)c2nccnc2C(=O)O)cc(OC)c1	-0.071	1.5	1.1	-28%	12%	-12%	17%	-1.4%	8%	-1.3	0.3%	0%
27	O=C(CSc1ccc(-c2ccco2)nn1)NCc1ccc2c(c1)OCO2	-0.15	-0.36	-0.24	-35%	10%	6%	12%	1.2%	11%	0.1	-0.2%	66%
28	O=C(N/N=C/c1nn(-c2ccccc2)cc1-c1ccc(Cl)cc1)c1ccncc1	-0.059	0.4	0.77	8%[20 µM]	-58%	22%	/	-0.6%	/	-0.61	-0.1%	26%
29	O=C(NNc1nc2ccccc2o1)c1ccccc1	-0.087	0.23	0.73	0%	-36%	5%	4%	-1.1%	1%	0.82	-0.1%	-2%
30	COc1ccc(OC)c(-n2cc3c(=O)n(C)c(=O)n(C)c3c2)c1	-0.3	-0.58	-0.13	0%	2%	7%	20%	-4.0%	5%	0.32	-0.1%	5%
31	O=C(COc1ccc2ccccc2c1)N1CCN(C(=O)c2cccnc2)CC1	-0.22	0.31	-0.71	0%	5%	-1%	2%	-0.3%	6%	0.39	0.0%	-11%
32	CC(=O)C1=C(O)C(=O)N(c2ccc(Br)cn2)C1c1ccc(Br)cc1 (centres undefined)	-0.23	-0.32	0.42	-14%	-108%	3%	7%	-0.6%	8%	0.35	-0.1%	13%
33	CC(C)Oc1ccccc1-c1cc(C(=O)N/N=C/c2cccnc2)c2ccccc2n1	/	/	/	-1%	13%	-20%	/	0.0%	/	/	-0.2%	4%
34	COc1ccc(NC(=O)C2CCCN2C(=O)NCc2ccccc2)cc1 (centres undefined)	-0.063	2	0.73	5%	-1%	-27%	-4%	-1.9%	?	-1.8	-0.4%	7%
35	Cc1ccc(SCC(=O)N2CCCC2)cc1	-0.23	-0.73	-0.2	20%	-1%	-19%	6%	5.9%	8%	0.38	-0.3%	4%
36	COC(=O)c1ccc(CSc2nc3c(cnn3-c3ccccc3)c(=O)[nH]2)o1	-0.15	-0.61	-0.031	-14%	11%	-21%	11%	-8.2%	5%	0.76	0.2%	6%
37	COc1ccc(NC(=O)c2ccc(C(=O)c3cc(OC)ccc3OC)cc2)cc1	-0.025	-0.96	-0.39	-74%	13%	/	-6%	-4.0%	2%	0.41	0.3%	20%
38	Cc1ccc(N(NC(=O)C(C)(C)O)C(=O)c2ccccc2)cc1C	-0.19	-0.2	-0.25	-4%	0%	-11%	-1%	-1.4%	-2%	0.2	-0.3%	-4%
39	Cc1ccc(-c2ccc(CCC(=O)O)n2-c2cccc(O)c2)cc1	-0.24	-0.49	-0.28	-33%	4%	2%	47%	-4.4%	10%	0.21	-0.2%	11%
